Assay outcomes (PubChem)
PfGluPho inh – PfG6PD (Plasmodium falciparum) enzyme inhibition; inhibition, % at 20 µM; AID 504690; PfGluPho enzyme, NADPH resazurin-diaphorase fluorescence; hit rate 0.78% among 350,000;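 active means inhibition reaching at least a set limit at 20 µM in the primary screen, cut at about 59% in these data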;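 further: 0% = DMSO wells with substrate and 100% = DMSO wells lacking glucose-6-phosphate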
Numbers without * were called inactive. Some of the compounds tested; rates above refer to the full screens.

SMILES	PfGluPho inh
CC(NC(=O)c1ccc2nc(Cc3cccc(Cl)c3)oc2c1)c1ccncn1 (stereo not given)	-3
C[C@H]1CN([C@@H](C)CO)S(=O)(=O)c2ccc(-c3ccccc3)cc2O[C@H]1CN(C)C(=O)C1CCC1	-9
COCOCCn1cc(CN2CCS(=O)(=O)N(Cc3ccc(-c4ccc(C)cc4)cc3)C(C)C2=O)nn1 (stereo not given)	23
CC(C)(Cc1nc2ccccc2[nH]1)c1nc2ccccc2[nH]1	7
COc1cccc(S(=O)(=O)N(C)C[C@H]2OCc3cnnn3CCCC(=O)N([C@@H](C)CO)C[C@@H]2C)c1	-6
C[C@@H]1CN([C@@H](C)CO)C(=O)CCCn2nncc2CO[C@@H]1CN(C)C(=O)Nc1ccc2c(c1)OCO2	11
CC(C)C1C(=O)N(Cc2cn(CCC3OCCCO3)nn2)CCS(=O)(=O)N1Cc1ccc(-c2ccc(F)nc2)cc1 (stereo not given)	2
N#Cc1cccc(N2[C@@H](Cc3cc4ccccc4n3Cc3ccccc3)COC[C@H]2Cc2ccc3ccccc3c2)c1	-5
O=C(Nc1ccccc1)Nc1ncc(C(F)(F)F)cc1Cl	-3
C[C@H](CO)N1C[C@H](C)[C@@H](CN(C)S(=O)(=O)c2ccccc2F)Oc2ncc(Br)cc2C1=O	-1
CCN(CC(=O)Nc1ccc(NC(C)=O)cc1)C(=O)C1CC(=O)N(c2ccc3c(c2)OCCO3)C1 (stereo not given)	-4
Cc1ccc(-c2ccc(CN3C(C)C(=O)N(Cc4cn(CC5CCCCC5)nn4)CCS3(=O)=O)cc2)cc1 (stereo not given)	14
C[C@@H]1CN([C@H](C)CO)C(=O)CCCn2nncc2CO[C@H]1CN(C)C(=O)C1CCCCC1	-9
COc1ccc(C=CC(=O)c2ccc3cc(OC)c(OC)cc3c2)cc1OC	29
CCN(Cc1cnn(C)c1)C(=O)c1ccc2nc(Cc3ccccc3F)oc2c1	6
O=C(O)CC(C(=O)O)C(=Cc1ccccc1)c1ccccc1 (stereo not given)	-26
O=C(NCCOc1ccccc1)C1CCN(C(=O)Nc2ccccc2)CC1	4
CCN(CC1CCCN(CCc2cccc(F)c2)C1)C(=O)c1ccoc1C (stereo not given)	20
CCCCCC(=O)N1C[C@H](n2cc(C3CC3)nn2)[C@@H](O)C[C@@H]1c1ccc(OC)cc1	3
CCN(CC(=O)Nc1ccccc1C(F)(F)F)CC(=O)c1[nH]c(C)c(C(C)=O)c1C	5
N#CC1(NC(=O)COC(=O)Cc2c[nH]c3ccccc23)CCCCC1	9
CC(=O)Nc1cccc(OCc2ccc([N+](=O)[O-])cc2)c1	18
Cc1cc2oc(C(=O)NCC(c3ccco3)N3CCCC3)c(C)c2cc1C (stereo not given)	-13
O=[N+]([O-])c1ccc(CN2CC(N3CCN(CC4CC4)CC3)CS2(=O)=O)cc1 (stereo not given)	-3
Cc1cc(=O)oc2cc(OC(C)C(=O)N3CCOCC3)c(Cl)cc12 (stereo not given)	19

Of the compounds above, these contain sulfur:
SMILES	PfGluPho inh
C[C@H]1CN([C@@H](C)CO)S(=O)(=O)c2ccc(-c3ccccc3)cc2O[C@H]1CN(C)C(=O)C1CCC1	-9
COCOCCn1cc(CN2CCS(=O)(=O)N(Cc3ccc(-c4ccc(C)cc4)cc3)C(C)C2=O)nn1 (stereo not given)	23
COc1cccc(S(=O)(=O)N(C)C[C@H]2OCc3cnnn3CCCC(=O)N([C@@H](C)CO)C[C@@H]2C)c1	-6
CC(C)C1C(=O)N(Cc2cn(CCC3OCCCO3)nn2)CCS(=O)(=O)N1Cc1ccc(-c2ccc(F)nc2)cc1 (stereo not given)	2
C[C@H](CO)N1C[C@H](C)[C@@H](CN(C)S(=O)(=O)c2ccccc2F)Oc2ncc(Br)cc2C1=O	-1
Cc1ccc(-c2ccc(CN3C(C)C(=O)N(Cc4cn(CC5CCCCC5)nn4)CCS3(=O)=O)cc2)cc1 (stereo not given)	14
O=[N+]([O-])c1ccc(CN2CC(N3CCN(CC4CC4)CC3)CS2(=O)=O)cc1 (stereo not given)	-3

(more compounds)
SMILES	PfGluPho inh
CCOC(=O)c1cc(-c2sc(NC(=O)c3ccccc3)nc2C)n(CCO)n1	5
CCCC(=O)Nc1nnc(SCC(=O)Nc2ccc(OCC)cc2)s1	-14
c1ccc(N=NN2CCOCC2)cc1	7
C[C@H](CO)N1C[C@H](C)[C@@H](CN(C)C(=O)c2ccc3c(c2)OCO3)Oc2cc(/C=C/c3ccccc3)ccc2S1(=O)=O	53
COc1ccc(-c2ccc3[nH]c4c(c3c2)CCN2C(=O)[C@@H]([C@H](C)O)[C@@H](N(C)C(=O)Nc3ccccc3)C[C@@H]42)cc1	19
S=C1SCCCN1Cc1ccc(Cl)cc1	4
C[C@H](NC(=O)c1ncn2c1C(=O)N[C@@H](C)C2)c1ccccc1	9
CC(C)Cc1nnc(NC(=O)c2ccc(-n3cncn3)c([N+](=O)[O-])c2)s1	-6
C[C@H]1CN([C@@H](C)CO)C(=O)CCCn2nncc2CO[C@H]1CN(C)S(=O)(=O)c1ccccc1F	-2
COc1ccccc1S(=O)(=O)N(C)C[C@H]1Oc2cc(C#CCC3CCCC3)ccc2S(=O)(=O)N([C@H](C)CO)C[C@H]1C	50
Cc1ccc2cccc([N+](=O)[O-])c2n1	0
Cc1ccccc1CC1(CO)CCCN(C(=O)c2ccoc2)C1 (stereo not given)	-21
CCCN1C(=O)C(=O)N(CC(=O)N2c3ccccc3NC(=O)CC2C)C1=O (stereo not given)	12
O=C(Nc1cccc(Cl)c1)ON1CCCCC1	-3
CCN(CC(=O)Nc1ccc(OC)cc1)C(=O)C1CC(=O)N(Cc2ccccc2)C1 (stereo not given)	-9
COc1ccc([C@H]2C[C@H](O)[C@@H](n3cc(C4CC4)nn3)CN2C(=O)c2cccs2)cc1	14
COc1cc(OC)cc(C(=O)NNC(=O)C2CCC2)c1	-1
c1cc(C2OCCO2)cs1	3
CCOC(=O)CCCCCC(=O)Nc1ccc2c(c1)C(=O)N([C@@H](C)CO)C[C@@H](C)[C@H](CN(C)C(=O)c1ccncc1)OCCCC[C@H](C)O2	13
CCN1C(=O)[C@H]2[C@@H](c3ccc(C(F)(F)F)cc3)N[C@]3(CCCN(CC4CCCCC4)C3=O)[C@H]2C1=O	4
Cc1nc(NC(=O)c2ccccc2)sc1-c1cc(C(=O)O)nn1Cc1ccccc1	-15
O=[N+]([O-])c1cccnc1C1OCCO1	8
CCOc1ccc(NC(=O)CSc2nc3ccsc3c(=O)n2Cc2ccc(C(=O)O)cc2)cc1	-10
Cc1cccc(NC(=O)CN2CCN(C(=O)CNC(=O)c3ccc(-c4ccccc4)cc3)CC2)c1C	0
CCCCCCn1c(=O)n2n(c1=O)C[C@]1(OC(=O)NC3CC3)CN(S(=O)(=O)c3ccc(C)cc3)C[C@]1(O)C2	7

Next part, overlapping the part above by two compounds.
SMILES	PfGluPho inh
Cc1cccc(NC(=O)CN2CCN(C(=O)CNC(=O)c3ccc(-c4ccccc4)cc3)CC2)c1C	0
CCCCCCn1c(=O)n2n(c1=O)C[C@]1(OC(=O)NC3CC3)CN(S(=O)(=O)c3ccc(C)cc3)C[C@]1(O)C2	7
CCC/C=C/c1ccc(CN2C(CC(C)C)C(=O)N(Cc3cn(Cc4ccco4)nn3)CCS2(=O)=O)cc1 (stereo not given)	33
O=C1c2ccccc2C(=Cc2cccnc2)c2ccccc21	28
S=C(Nc1ccccc1)Nc1ccccn1	5
O=C(O)c1ccc(Cl)c(NC(=O)C2CCN(S(=O)(=O)c3cccs3)CC2)c1	-3
COc1cccc(S(=O)(=O)N(C)C[C@@H]2Oc3cc(Br)ccc3S(=O)(=O)N([C@@H](C)CO)C[C@@H]2C)c1	21
O=C(COC(=O)/C=C/c1ccccc1Cl)NC1CC1	-4
CC(C)CC1C(=O)N(Cc2cn(CCC3OCCO3)nn2)CCS(=O)(=O)N1Cc1ccc(-c2ccccc2)cc1 (stereo not given)	19
C[C@@H]1CN([C@H](C)CO)C(=O)CCCn2cc(nn2)CO[C@H]1CN(C)S(=O)(=O)c1ccc(Oc2ccccc2)cc1	7
COc1cc(OC)c(OC)cc1C=Cc1ccc2ccccc2n1	55
Cc1ccc(S(=O)(=O)N2C[C@H]3N(C(=O)OC(C)C)N(C(=O)OC(C)C)C[C@H](OC(=O)NCc4ccco4)[C@@]3(O)C2)cc1	3
Cc1cc(CN(Nc2ccccc2)c2ccccc2)cc(C)n1	5
COc1cccc(CNS(=O)(=O)c2cc(Br)ccc2Br)c1	33
Cc1ccc(-c2ccc(CN3C(C(C)C)C(=O)N(Cc4cn(CC5CCCCC5)nn4)CCS3(=O)=O)cc2)cc1 (stereo not given)	29
COc1ncnc2c1ncn2CCCN1CCN(C(=O)C2CC2)CC1	8
O=C(OCc1ccccc1)N1CCC2CC1c1cc(-c3cc4ccccc4o3)ccc12 (stereo not given)	24
S=C1Nc2ccccc2CS1	4
COCCN(C(=O)CSc1nnc(-c2ccccc2F)o1)c1c(N)n(Cc2ccccc2)c(=O)[nH]c1=O	0
CCN(CCc1ccccc1)c1ccc2c(c1)C1CC2CCN1Cc1ccccc1 (stereo not given)	41
C[C@@H]1CN([C@H](C)CO)C(=O)CCCn2cc(nn2)CO[C@H]1CN(C)C(=O)Cc1ccccc1	-11
O=C(NNC(=S)Nc1cccc(C(F)(F)F)c1)c1ccncc1	-25
COc1ccc(NC(=O)COC(=O)c2c(C)noc2C)cc1Cl	-6
C[C@@H]1CN([C@H](C)CO)C(=O)CCCn2nncc2CO[C@H]1CN(C)C(=O)c1ccncc1	2
Cc1ccc(S(=O)(=O)NN=Cc2ccco2)cc1	-10
C[C@H](CO)N1C[C@H](C)[C@H](CN(C)S(=O)(=O)c2ccc(F)cc2)Oc2ncc(Br)cc2C1=O	-4
COc1cc(NC(=O)CSc2nc3[nH]ncc3c(=O)n2-c2ccccc2)cc(OC)c1OC	-4

Entries shown so far containing a thiophene ring, fused or not:
SMILES	PfGluPho inh
COc1ccc([C@H]2C[C@H](O)[C@@H](n3cc(C4CC4)nn3)CN2C(=O)c2cccs2)cc1	14
c1cc(C2OCCO2)cs1	3
CCOc1ccc(NC(=O)CSc2nc3ccsc3c(=O)n2Cc2ccc(C(=O)O)cc2)cc1	-10
O=C(O)c1ccc(Cl)c(NC(=O)C2CCN(S(=O)(=O)c3cccs3)CC2)c1	-3

The list continues:
SMILES	PfGluPho inh
C[C@H](CO)N1C[C@H](C)[C@@H](CN(C)Cc2ccc(C(F)(F)F)cc2)OCc2cnnn2CCCC1=O	-3
C=CC1=CCN(S(=O)(=O)C(C)(C)C)[C@H]1CCO	7
CN1CCn2cnc(C(=O)NCC(=O)OC(C)(C)C)c2C1=O	9
CC1C(=O)N(Cc2cn(CCC3OCCO3)nn2)CCS(=O)(=O)N1Cc1ccc(-c2ccc(F)nc2)cc1 (stereo not given)	9
COc1cccc(NC(=O)N(C)C[C@@H]2OCc3cnnn3CCCC(=O)N([C@H](C)CO)C[C@@H]2C)c1	6
O=C(c1cc(-c2ccncc2)nc2ccccc12)N1CCCC(C(F)(F)F)C1 (stereo not given)	-7
O=C(c1ccc([N+](=O)[O-])s1)N1CCN(c2ncccn2)CC1	19
Cc1ccc([C@H]2C[C@H](O)[C@@H](n3cc(COC(=O)c4ccccc4)nn3)CN2C(=O)c2cccs2)cc1	-8
O=C(Nc1ccc(Cl)cc1)c1nc[nH]c1C(=O)Nc1ccccc1F	-8
COc1ccccc1-c1cnc2c(c1)C(=O)N([C@@H](C)CO)C[C@@H](C)[C@H](CN(C)C(=O)c1cccnc1)O2	39
COCC1CCN(Cc2c(C(=O)N3CCOCC3)nc3c(C)cccn23)C1 (stereo not given)	14
COc1ccccc1C(=O)NNC(=O)c1ccc(O)cc1	0
C[C@@H]1CCCCO[C@@H](CN(C)Cc2ccc3c(c2)OCO3)[C@@H](C)CN([C@H](C)CO)C(=O)c2cc(N(C)C)ccc2O1	33
ON=Cc1ccnc2ccccc12	10
Cc1ccnc(NC(=O)CCNC(=O)c2ccc(Br)cc2)c1	-10
Cc1ccc(C)c(NC(=O)COC(=O)c2cccc(S(=O)(=O)N3CCCC3)c2)c1	1
Clc1ccc(-c2nc3ccc(Br)cn3c2Cc2ccccc2)cc1	88*
OC(Cc1cccc(C=NN2CCOCC2)n1)(C(F)(F)F)C(F)(F)F	-10
O=C(NCc1ccc(F)cc1)C1CCN(S(=O)(=O)c2ccc(N3CCCC3=O)cc2)CC1	10
COc1cc(C(=S)N2CCOCC2)cc(OC)c1OC(=O)c1ccccc1Cl	10
CCOc1ccc(S(=O)(=O)N2CCCCC2)cc1NC(=O)Cc1ccc(OC)cc1	3
O=C1C2C3C=CC(CC3)C2C(=O)N1c1ccc(Br)cc1 (stereo not given)	4
C[C@H]1CN(c2ccc(Br)cc2)C(=O)[C@@H]1CC(=O)Nc1ccc(Br)cc1	5
N#CCCN(C(=O)Nc1ccc(Cl)c(Cl)c1)C1CCCCC1	4
CCc1c(O)nc(SCC(=O)Nc2ccc(Cl)cc2)n(-c2ccccc2)c1=O	-43
Carrying on:
SMILES	PfGluPho inh
CCN1C(=O)[C@H]2[C@@H](c3ccc(C)cc3)N[C@]3(CCCN(Cc4ccc(Cl)cc4)C3=O)[C@H]2C1=O	-6
O=C(OCc1cn([C@@H]2CN(C(=O)c3cccs3)[C@@H](c3ccc(Cl)cc3)C[C@H]2O)nn1)c1ccccc1	10
Cc1onc(-c2c(F)cccc2Cl)c1C(=O)OCC(=O)N(C)c1ccccc1	7
CC(C(=O)OCC(=O)Nc1ccccc1OC(F)F)N1C(=O)C2CC=CCC2C1=O (stereo not given)	4
CCCCCC(=O)N1C[C@@H](O)[C@H](n2cc(C3CC3)nn2)C[C@@H]1c1ccccc1	-7
CCN(CC)CCNC(=O)CN1C(=O)CSc2ccc(S(=O)(=O)N3CCOCC3)cc21	2
COc1ccc(-n2c(=O)c3c4c(sc3n(CC(=O)NCC3CCCO3)c2=O)CN(C(C)=O)CC4)cc1OC (stereo not given)	11
N#Cc1cnn(-c2ccc([N+](=O)[O-])cc2[N+](=O)[O-])c1N	14
CCN(C(=O)Nc1cccc2ccccc12)c1ccccc1	-9
Cc1cccc(OCCNc2ncccc2[N+](=O)[O-])c1	11
COc1ccc(OC)c(C(=O)CSc2nnc(C3CC3)n2C2CC2)c1	11
CCCCCCn1c(=O)n2n(c1=O)[C@@H]1CN(S(=O)(=O)c3ccc(C)cc3)C[C@]1(O)[C@@H](OC(=O)NCc1ccccc1)C2	67*
